ABCB6 inh 2 – human ABCB6 transporter inhibition; Q9NP58; K562-ABCB6 porphyrin accumulation, flow cytometry, 1 h; hits give low values; fluorescence ratio to DMSO, % at 10 µM; hit rate 0.19% among 360,000;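 active = fluorescence ratio to DMSO below 75%, the collection mean minus 3 SD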;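 note: signal is porphyrin accumulated inside mitochondria; 100% equals median channel fluorescence of DMSO control wells; lower ratio means ABCB6 inhibition with less porphyrin fluorescence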
Target sequence (Q9NP58 whole entry, looked up): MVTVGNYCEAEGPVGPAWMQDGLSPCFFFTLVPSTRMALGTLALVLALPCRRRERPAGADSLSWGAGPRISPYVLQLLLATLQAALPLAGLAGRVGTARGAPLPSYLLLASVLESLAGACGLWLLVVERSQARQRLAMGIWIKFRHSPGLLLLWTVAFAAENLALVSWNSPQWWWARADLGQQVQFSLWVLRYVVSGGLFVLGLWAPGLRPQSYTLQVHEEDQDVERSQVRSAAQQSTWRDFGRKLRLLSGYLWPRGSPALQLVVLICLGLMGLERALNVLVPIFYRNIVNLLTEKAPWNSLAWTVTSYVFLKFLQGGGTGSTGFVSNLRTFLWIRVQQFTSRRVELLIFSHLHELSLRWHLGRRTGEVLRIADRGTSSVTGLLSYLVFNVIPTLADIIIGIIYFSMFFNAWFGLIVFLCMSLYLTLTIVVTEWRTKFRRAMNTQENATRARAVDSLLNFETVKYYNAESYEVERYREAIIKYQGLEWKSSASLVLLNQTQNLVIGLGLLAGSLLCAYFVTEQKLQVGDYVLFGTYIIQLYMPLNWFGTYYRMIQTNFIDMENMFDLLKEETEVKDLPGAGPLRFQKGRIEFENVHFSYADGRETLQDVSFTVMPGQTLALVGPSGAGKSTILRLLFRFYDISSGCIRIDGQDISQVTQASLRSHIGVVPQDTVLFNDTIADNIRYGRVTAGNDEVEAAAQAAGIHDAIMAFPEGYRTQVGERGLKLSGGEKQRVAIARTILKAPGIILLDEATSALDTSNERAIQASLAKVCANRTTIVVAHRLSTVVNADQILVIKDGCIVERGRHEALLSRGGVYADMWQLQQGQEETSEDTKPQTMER
PDI inh – inhibitors of human protein disulfide isomerase. P07237. PDI insulin aggregation turbidity, A650, 90 min. inhibition, % at 10 µM. hit rate 0.052% among 350,000;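 active = mean inhibition across replicates of 30% or more, whatever share of single replicates reach that level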;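 note: absorbance from insulin aggregation driven by PDI reduction with DTT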
CaV13 ICDI inh – Disruptors of the CACNA1D IQ motif to Ca2+-dependent inactivation inhibitor domain association, primary screening, Förster resonance energy transfer in intact living … | HEK cells, CFP/YFP FRET ICDI-IQ, plate reader, 10 min; percent FRET-ratio fall versus neutral wells | inhibition, % at 12.3 µM | hit rate 0.098% among 340,000 | AID 743397;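 active = mean replicate inhibition of at least 30% and at least 1% of replicates passing that level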;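 note: 0% = median of the neutral control wells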
aDG glyco up – alpha-DG glycosylation activation; Pro5-aDG cells, alpha-DG glycosylation AlphaScreen (IIH6); 0% Pro5, 100% B10-LARGE cell signal; activation, % at 10 µM; hit rate 0.22% among 360,000; AID 624168;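 active = activation of at least 8% versus controls, or a plate z-score of at least 8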;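 note: Pro5 are CHO cells carrying HIG-tagged alpha-DG that lacks glycosylation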
Exocytosis inh – blocks lytic granule exocytosis; TALL-104 LAMP-1 surface exposure, flow cytometry; cells stimulated with thapsigargin and PMA; inhibition, % at 10 µM; hit rate 0.66% among 360,000; AID 651702;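 active = inhibition above about 55%, limit read from the data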
N-glyco inh – N-linked glycosylation inhibition | D54 ERlucT glycosylation luciferase reporter, 24 h; percent of 100 nM tunicamycin response | reporter increase, % at 12.5 µM | hit rate 0.23% among 360,000 | AID 588692;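 active = mean luciferase reporter signal, scaled so untreated is 0 and the glycosylation-blocking control 100, at or above a set limit in every replicate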;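 note: luciferase carries N-glycosylation sites so blocking glycosylation raises the light; 0% = median of neutral control wells and 100% = median of 100 nM tunicamycin wells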
H9c2 protect – modulators protecting cardiomyocytes from myocardial damage | H9c2 cardiomyocytes, H2O2 injury protection, ATPLite, 2 h | protection from H2O2 cell death, % at 20 µM | hit rate 0.63% among 360,000 | AID 588492;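 active = compounds giving at least 50% protection of heart cells from peroxide-induced death in the single-dose screen, raw or plate-pattern-corrected value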;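 note: 0% = DMSO wells with peroxide and 100% = DMSO wells without peroxide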
iPSC survival up – hiPSC single-cell survival enhancement; ATPlite luminescence; 100% = ROCK inhibitor wells, 0% = DMSO; survival enhancement, % at 20 µM; hit rate 0.044% among 360,000; in the data active = survival enhancement above about 18%;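 note: cells exposed to compounds for 16 hours before the ATP read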
Vif inh – blocks HIV Vif function. HEK293T cells, Vif self-association by quenched fluorescence, imaging, 24 h. inhibition, % at 7.49 µM. hit rate 0.35% among 340,000; in the data active = inhibition above about 50%, passing the limit was not always enough; note: some results filed as inactive read as strong as hits
m5-HT2A agonist – activates the mouse 5-HT2A serotonin receptor | P35363 | hit rate 0.66% among 360,000 | CHO-K1 mHTR2A beta-arrestin complementation, luminescence; percent of 30 µM serotonin response | AID 624169 | activation, % at 7.6 µM;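 active = activation above a run cutoff, the mean activation of all tested compounds plus 3 SD, cut at about 14% in these data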;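 note: 0% = plate median of compound wells and 100% = 30 µM serotonin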
Active calls of the source: *; . = no result given; & = joins results of further samples.

SMILES	ABCB6 inh 2	PDI inh	CaV13 ICDI inh	aDG glyco up	Exocytosis inh	N-glyco inh	H9c2 protect	iPSC survival up	Vif inh	m5-HT2A agonist
CCC1(c2ccccc2)NC(=O)N(CC(=O)Nc2ccc3c(C)cc(=O)oc3c2)C1=O (configuration not stated)	97	-8	-11	0.0	-16	-1	9	0.4	-12	-8
CC1=CC(C)(C)Nc2ccc(OC(=O)C(C)N3C(=O)c4ccccc4C3=O)cc21 (configuration not stated)	95	12	-5	0.0	3	1	-26	-2.7	.	-4
Cc1cc(C(=O)N/N=C/c2cc(N=Nc3ccccc3)ccc2O)n[nH]1	95	2	.	0.4	6	-9	41	-1.5	0	-2
COc1ccc(CCNC(=O)CCc2cn(C)c3ccccc23)c(OC)c1OC	97	9	-16	0.1	42	-2	1	-0.4	4	-4
COC(=O)c1nn(-c2ccc(OC)cc2)c(=O)c2c(N)sc(C)c12	93	6	-4	-0.3	0	4	2	-0.2	-3	1
O=C(COc1cccnc1[N+](=O)[O-])NCc1ccco1	100	-10	1	0.2	2	0	0	0.7	0	9
CC(O)C(NS(=O)(=O)c1ccc2ccccc2c1)C(=O)OCC(=O)Nc1ccccc1OC(F)F (configuration not stated)	95	2	-2	0.0	7	-1	0	-0.5	-7	4
CCC(=O)NNc1ncnc2c1cnn2C	103	1	2	-0.1	-1	1	-3	0.5	-5	4
Cn1cccc1C(=O)OCC(=O)N1CC(=O)Nc2ccccc21	96	-1	-4	-0.1	12	3	6	-0.7	0	2
Cc1ccccc1C(=O)NNC(=O)c1cc(S(=O)(=O)N2CCOCC2)ccc1C	94	-11	-2	1.2	1	0	-3	-0.3	-9	2
C[C@@H]1ON(C)[C@H]2C[C@H]3c4[nH]c5ccccc5c4CCN3C(=O)[C@@H]12	95	11	-7	0.1	-4	3	2	0.8	-2	-1
COCCNc1nnc(SC(C)C(=O)Nc2ccc(-c3nc4ccc(C)cc4s3)cc2)s1 (configuration not stated)	106	-2	-14	0.7	3	-10	-9	-3.2	1	14
OCc1cc(Br)ccc1OCc1nc2ccccc2s1	97	-13	.	0.1	21	-5	-12	-0.8	-5	2
Cc1cc(C(=O)N/N=C2\CCCC(C)C2)n[nH]1 (configuration not stated)	105	-2	-9	-0.1	1	2	1	-3.3	5	3
O=C(CS(=O)c1ccc(F)cc1)N1CCOCC1 (configuration not stated)	108	1	-5	0.0	9	-1	-1	-0.5	-3	5
Cc1ccccc1OCCNC(=O)/C=C/c1ccccc1	101	4	-13	0.3	-2	0	-2	1.2	1	-7
COc1cccc(C2=NN(C(=O)c3ccc(C)o3)C(O)(C(F)(F)F)C2)c1 (configuration not stated)	99	-3	3	1.2	2	-4	-19	-1.2	-1	2
COc1ccc(-c2coc3cc(O)ccc3c2=O)cc1OC	103	2	.	-0.1	-1	1	-5	-3.5	-6	0
COc1ccccc1C(=O)NCCNC(=O)c1ccco1	99	11	-3	0.0	2	-1	4	-1.2	11	2
O=C(O)CSc1ccc2ccccc2n1	105	7	-5	0.2	0	1	-2	-2.8	7	3
Nc1c(S(=O)(=O)c2ccccc2)c2nc3ccccc3nc2n1Cc1ccco1	95	10	-7	19*	0	-4	-3	-4.1	-5	-4
CCc1cc(C(=O)Nc2cc(S(=O)(=O)N(C)C)ccc2C)sc1C	101	-4	-6	0.1	0	-1	-9	-0.7	-9	-4
O=C(c1cccc(-c2cccc3nccn23)c1)N1CCOCC1	95	-1	-9	-0.2	-8	1	-4	8.8	12	-1
CCN(CC(=O)Nc1ccc(OC)cc1)CC(=O)N1CC(=O)Nc2ccccc21	95	8	-6	0.0	1	8	2	-0.1	-3	-4
COCc1[nH]nc2c1C(c1ccnc3ccccc13)C(C#N)=C(N)O2 (configuration not stated)	92	-3	-9	-0.1	-2	-1	4	3.0	-3	2
CC(=O)NC1C(OCc2ccccc2)OC(COC(C)=O)C(OC(C)=O)C1OC(C)=O (configuration not stated)	104	-6	-2	0.4	-1	1	4	-1.7	0&0	2
O=C1N=C(N2CCOCC2)S/C1=C\c1ccc(OS(=O)(=O)c2ccccc2)cc1	93	-13	-3	0.2	3	-4	9	-0.2	-1	2
COc1ccc(C(=O)Nc2ccc(OCC(F)(F)C(F)F)c(C(F)(F)F)c2)cc1OC	87	7	.	2.9	1	-3	7	4.6	-16	-4
O=C(CCCN=C1NS(=O)(=O)c2ccccc21)OCc1ccccc1	90	1	-6	0.6	-2	-2	-4	-0.3	.	-7
COCC(C)n1c(COc2ccccc2F)nnc1SCC(=O)Nc1oc(C)c2c(C)n[nH]c(=O)c12 (configuration not stated)	101	-8	-4	0.8	12	1	-2	0.3	-8	-7
COc1ccc(-c2nc(-c3ccccc3)[nH]c(=O)c2C#N)cc1	94	-10	.	-0.3	-3	-1	6	-0.5	3	-1
COc1cccc(OCCNc2ccc([N+](=O)[O-])cn2)c1	99	7	-2	-0.3	2	-4	3	-3.6	12	4
Cc1cccc(NC(=O)CSc2nccn2C)c1	99	4	.	-0.2	1	2	14	1.6	-9	-5
S=C(Nc1ccccc1Cl)NC1CCCCCC1	95	1	-4	0.0	-1	-3	-9	-0.6	19	-2
CCOc1cccc(-c2c(C(=O)N/N=C/c3ccco3)nnn2-c2nonc2N)c1	94	3	.	-0.3	-16	2	6	0.7	3	-2
COc1ccc(C(=O)OCC(=O)N2CCCCCC2)cc1S(=O)(=O)N1CCOCC1	88	-2	-6	-0.1	1	1	1	-0.5	-2	3
COC(=O)CN1C(c2ccc(Cl)cc2)=Nc2ccc(Cl)cc2C1c1ccccc1 (configuration not stated)	102	-2	-18	0.0	0	-4	0	0.0	1	15*
CCN(C(=O)COC(=O)c1ccccc1SCC(=O)N1CCCC1)C1CCS(=O)(=O)C1 (configuration not stated)	96	20	-2	-0.2	-7	2	1	0.4	10	0
CCc1ccc(NC(=O)N(CCCOC(C)C)C2CCN(C(C)=O)CC2)cc1	100	-3	-4	0.1	7	2	2	0.8	8	-3
CC1CCN(C(=O)CSc2nnc(CSc3ncccn3)n2C)CC1	98	-1	-9	0.1	-2	1	-2	-1.4	4	-2
O=C1CC(C(=O)O)NC(=S)N1 (configuration not stated)	100	-1	-6	0.2	-18	3	5	0.8	9	3
O=C(O)c1ccc(NCCc2ccc(Cl)cc2)c([N+](=O)[O-])c1	107	-3	8	-0.5	-5	1	8	0.2	5	2
COC1=CC(=Cc2c(N)n3nc(CC(=O)N4CCOCC4)sc3nc2=O)C=C(OC)C1=O	113	-9	-4	-0.2	-1	2	1	-0.1	15	-4
CC(C)c1nc(NCCO)c2nnn(Cc3ccccc3)c2n1	93	1	-1	0.2	4	1	-5	-0.4	6	-1
COC(=O)c1cc(NC(=O)CSc2nnc(CN3CCOCC3)n2C)ccc1Cl	94	17	.	0.1	-2	2	-3	-0.5	.	14
CCOc1ccc2oc(C(=O)N(CC)CC(=O)Nc3ccc(NC(C)=O)cc3)c(C)c2c1	104	0	-1	0.0	-3	-1	4	0.0	-4	-7
COc1ccc(Cc2nnc(SC)[nH]c2=O)cc1OC	91	-4	-6	-0.1	4	2	0	-2.4	4	8
O=C(Nc1ccc(NS(=O)(=O)c2ccc([N+](=O)[O-])cc2)cc1)c1ccco1	86	3	-5	0.1	0	.	3	-0.5	.	-4
O=C(CCC(=O)N1CCOCC1)Nc1ccc(Cl)c(Cl)c1	94	2	-3	0.0	-2	.	-1	1.6	.	-1
COc1ccc(-n2nc3c(c2NC(=O)c2cc4ccccc4o2)CS(=O)(=O)C3)cc1	94	0	-6	-0.2	2	1	3	-0.4	-5	0
O=C(CC1c2cc(F)ccc2C=C(c2ccsc2)N1c1ccc(C#CCCO)cc1)c1ccco1 (configuration not stated)	103	.	-10	-0.2	-4	.	.	0.1	.	-5
CCN(CC)c1ccc(NC(=O)/C=C/c2cc(Br)ccc2OC)cc1	110	16	.	0.3	-2	5	11	-0.5	-6	0
CC(C)OCCCNC(=O)c1cccs1	93	-5	.	-0.2	-2	-1	-5	0.7	.	-1
COc1ccc(NC(=O)c2cc3cccc(OC)c3oc2=Nc2ccc(C(=O)O)cc2)cc1OC	97	-2	-7	-0.7	14	-13	49	0.0	0	-3
COc1ccc2nc(N3CCCC(O)C3)c(C#N)cc2c1 (configuration not stated)	91	9	-8	-0.3	-2	3	-9	-1.4	-6	-1
O=S1(=O)CC2SC(=S)N(c3ccccc3)C2C1 (configuration not stated)	98	9	-5	-0.2	4	-1	1	-0.6	-5	2
CC(C)N(C)C1CCN(C(=O)Nc2ccc(Cl)c(Cl)c2)CC1	104	1	-9	0.0	11	-1	16	-1.3	-1	-5
CCOC(=O)c1cnn(-c2nc(OCC)cc(OCC)n2)c1C	98	-4	-3	0.2	-3	-1	-2	-0.1	1	5
CCCN(CC(=O)Nc1ccccc1C)C(=O)/C=C/c1ccc(S(=O)(=O)N2CCCCCC2)cc1	94	3	-5	-0.1	10	-5	-4	0.1	-11	10
O=c1[nH]cc(S(=O)(=O)NCc2ccccc2)c(=O)[nH]1	100	5	-7	0.0	0	1	-2	0.1	8	0

Two records drawn at random from the list so far:
SMILES	ABCB6 inh 2	PDI inh	CaV13 ICDI inh	aDG glyco up	Exocytosis inh	N-glyco inh	H9c2 protect	iPSC survival up	Vif inh	m5-HT2A agonist
O=C(CCC(=O)N1CCOCC1)Nc1ccc(Cl)c(Cl)c1	94	2	-3	0.0	-2	.	-1	1.6	.	-1
CC(C)c1nc(NCCO)c2nnn(Cc3ccccc3)c2n1	93	1	-1	0.2	4	1	-5	-0.4	6	-1

(list continues)
SMILES	ABCB6 inh 2	PDI inh	CaV13 ICDI inh	aDG glyco up	Exocytosis inh	N-glyco inh	H9c2 protect	iPSC survival up	Vif inh	m5-HT2A agonist
Cc1ccc2c(c1)CCCN2C(=O)Nc1ccc2c(c1)OCO2	98	-1	-5	-0.2	0	-1	0	-1.6	11	-4
Cc1nnc(SCC(=O)NCc2ccccc2)s1	97	-2	-5	0.1	26	0	-2	-2.2	23	3
COc1ccc(C(=O)Nc2c(O)ccc3ccccc23)cc1OC	103	-5	-3	0.0	0	0	4	1.1	-4	-1
CC1CCN(C(=S)c2ccc([N+](=O)[O-])cc2)CC1	98	0	-5	-0.3	9	-2	2	-2.4	-4	2
COc1ccc(C(=O)NNC(=O)c2ccncc2)cc1	99	-6	-8	-0.3	-4	4	-2	0.2	10	-2
CN1C(=O)/C(=C/c2ccc(C(F)(F)F)cc2)Sc2ccc(C(=O)N3CCN(c4ccccn4)CC3)cc21	116	3	-8	-0.1	9	-3	-5	-0.5	1	-9
Cc1ccnc(SCc2cc(=O)c(OC(=O)c3ccco3)co2)n1	104	-8	-4	0.6	-2	-2	19	-1.1	1	10
CCOC(=O)Cc1csc(NC(=O)/C=C/c2cccc(Br)c2)n1	92	0	-3	3.9	-12	-3	-9	-0.5	-23	-4
Cc1nn(-c2ccccc2)c(C)c1-c1nnc(C(F)(F)F)o1	85	-6	-4	0.0	-12	0	-3	-0.5	-3	-3
C=CCn1c(NC)cc(=O)n(C)c1=O	101	-1	-5	-0.2	-2	2	4	-1.9	19	0
CCC(C)c1ccc(OCc2ccc(C(=O)OC)o2)cc1 (configuration not stated)	98	-3	-5	0.8	2	-6	0	-0.1	-3	-1
